# PABP1 MLLE inh: blocks PAM2 peptide binding to the PABP1 MLLE domain. 360,000 tested, 0.36% active. GST-MLLE / FITC-PAM2 fluorescence polarization. inhibition, % at 20 µM. P11940; in the data active = inhibition above about 35%, passing the limit was not always enough;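 also: plate controls were DMSO wells with GST-MLLE for no effect and wells lacking GST-MLLE protein for full effect; some results filed as inactive read as strong as hits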
# Target sequence (P11940 whole entry, looked up, the tested form may be a part): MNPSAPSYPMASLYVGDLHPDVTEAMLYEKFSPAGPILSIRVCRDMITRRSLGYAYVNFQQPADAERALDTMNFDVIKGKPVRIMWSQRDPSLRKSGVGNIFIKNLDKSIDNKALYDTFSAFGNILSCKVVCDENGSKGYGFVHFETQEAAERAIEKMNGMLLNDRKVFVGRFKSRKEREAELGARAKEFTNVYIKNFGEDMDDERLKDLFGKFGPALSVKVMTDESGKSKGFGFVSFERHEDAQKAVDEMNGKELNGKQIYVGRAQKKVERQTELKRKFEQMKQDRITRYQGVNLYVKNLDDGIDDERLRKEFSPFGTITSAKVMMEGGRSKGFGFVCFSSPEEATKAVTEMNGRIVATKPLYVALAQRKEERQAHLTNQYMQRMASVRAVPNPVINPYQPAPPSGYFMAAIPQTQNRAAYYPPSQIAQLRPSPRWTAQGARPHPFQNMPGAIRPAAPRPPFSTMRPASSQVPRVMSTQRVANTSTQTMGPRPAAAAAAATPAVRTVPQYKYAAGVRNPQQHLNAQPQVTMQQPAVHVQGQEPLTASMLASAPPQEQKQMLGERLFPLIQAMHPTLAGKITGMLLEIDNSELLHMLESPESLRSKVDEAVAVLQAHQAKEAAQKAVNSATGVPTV
# TbMetRS inhib: Trypanosoma brucei MetRS inhibition | purified T. brucei MetRS, ATP depletion, Kinase-Glo luminescence | inhibition, % at 11.9 µM | 360,000 tested, 0.4% active | AID 624268;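 active = inhibition above a per-plate cutoff of the control wells' mean inhibition plus 3 SD, cut at about 5.5% in these data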;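 also: 0% = DMSO wells median and 100% = median of wells with control inhibitor compound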
#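 Assay system: T. brucei methionyl-tRNA synthetase, purified | Medium: HEPES buffer with MgCl2, KCl, DTT, spermine, BSA, pyrophosphatase | Compound: 11.9 µM single point | Incubation: 15 min enzyme-compound preincubation, 2 h reaction, 10 min detection, 25 °C | Measured by: Kinase-Glo luciferase luminescence reporting remaining unconsumed ATP | Measure: % inhibition normalized to control-well medians | Replication: Singlicate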
# SKN-1 inh: inhibitors of C. elegans SKN-1; inhibition, % at 21.8 µM; C. elegans VP596 Pgst-4::GFP/RFP ratio, acrylamide-induced, 24 h; AID 624304; 360,000 tested, 0.49% active;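 active = interference check ratio from 0.5 to 1.5 plus GFP to RFP signal ratio inhibition reaching or exceeding a fixed threshold, cut at about 30% in these data, passing the limit was not always enough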; also: some compounds called inactive have numbers as strong as hits
# CendR NRP1 mod: modulators of CendR peptide binding to human neuropilin-1. O14786. FAM-RPARPAR peptide binding to NRP-1, fluorescence polarization. 360,000 tested, 0.85% active. inhibition, % at 25 µM;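 active = inhibition or corrected inhibition above about 18%, plus a signal ratio from 0.5 to 1.5, limit read from the data, passing the limit was not always enough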; also: strong numbers were not always called active
# MsrA inh: inhibitors of bovine MsrA; purified bovine MsrA, absorbance read-out; inhibition, % at 15.5 µM; 360,000 tested, 0.75% active; AID 651718; in the data active = inhibition above about 4.5%;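 also: 0% = vehicle wells with enzyme and 100% = reference inhibitor wells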
# MsrA act: activators of bovine methionine sulfoxide reductase A; purified bovine MsrA, absorbance read-out; activation, % at 10.6 µM; 360,000 tested, 0.3% active; AID 602163; in the data active = activation above about 7.5%;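 also: 0% = vehicle and 100% = reference activator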
# FAS TE block: inhibitors of human fatty acid synthase thioesterase domain; P49327; recombinant FAS-TE, OMFH fluorogenic substrate, fluorescence endpoint; inhibition, % at 15 µM; 360,000 tested, 0.67% active;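 active = compounds whose normalised, plate-corrected inhibition of enzyme fluorescence in the single-dose primary screen is 50% or more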;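 also: 0% = DMSO with enzyme and 100% = substrate without enzyme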
# eLon inh: inhibitors of E. coli Lon protease. P0A9M0. purified E. coli Lon protease, fluorescence polarization. inhibition, % at 7.94 µM. 360,000 tested, 0.42% active; in the data active = inhibition above about 13%, passing the limit was not always enough;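 also: 0% = enzyme with probe and DMSO and 100% = no enzyme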
# MT1-MMP act inh: inhibitors of human MT1-MMP activation | 360,000 tested, 0.061% active | AID 651647 | GFP/RFP ratio change, % at 20 µM | HT1080 RFP-PRO-GFP cells, GFP/RFP ratio fluorescence, overnight; percent of plate control window, DMSO zero | P50281;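 active = GFP/RFP ratio change of at least 30% with cell ATP level not reduced by more than half and red fluorescence within 50% of control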; also: strong numbers were not always called active
#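 Assay system: RFP-PRO-GFP reporter HT1080 cells; read-out basis: GFP/RFP fluorescence ratio; benchmarks: DMSO wells and RFP-L50D-GFP cells; doses: 20 µM single dose, 1% DMSO; schedule: overnight cell settling, then overnight compound exposure, 37 °C, 5% CO2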
# An asterisk follows results filed as active; / = no result given.
SMILES,PABP1 MLLE inh,TbMetRS inhib,SKN-1 inh,CendR NRP1 mod,MsrA inh,MsrA act,FAS TE block,eLon inh,MT1-MMP act inh
COc1cc(/C=C/c2noc(-c3ccccc3O)n2)cc(OC)c1OC,2.8,-0.8,-1.9,2.1,-0.8,-6.7,-2.8,1.1,7.1
CCCC(=O)Nc1nc2ccc(NC(=O)c3ccc(Br)o3)cc2s1,9.9,-1.4,-12.5,-2.2,0.9,-10.2,6.9,-6.1,3.9
O=C(C1=COCCO1)N(Cc1nnc(-c2ccccc2Cl)o1)C1CC1,-2.5,-0.3,-6.3,13.6,0.4,-1.1,-5.3,-34.7,-4.5
O=C1OC(c2ccc(F)cc2)=N/C1=C\c1ccc(Br)o1,-6.8,-0.6,4.3,-12.1,0.8,-2.5,0.7,2.4,2.7
CCCCn1c(CCC(=O)O)nc2c1c(=O)[nH]c(=O)n2CCC,4.5,-0.5,-9.9,10.6,0.3,-3.4,-9.4,-5.6,0.1
CN(C)CCN1C(=O)C(=O)/C(=C(/O)c2ccc(F)cc2)C1c1ccccc1F (centres undefined),5.5,0.0,2.6,-0.8,2.9,-4.5,-8.5,-1.2,-1.9
COCCNC(=O)C1CCCN(S(=O)(=O)c2c(C)noc2/C=C/c2cccs2)C1 (centres undefined),5.6,-0.2,7.3,13.2,2.3,-4.8,-3.9,-7.0,2.9
CCc1ccc(NC(=O)CSc2nc(=O)n3cc(C)ccc3n2)cc1,2.4,-0.3,10.6,-0.5,3.6,-1.4,15.7,-1.5,0.2
Cc1cc(C(=O)Nc2cccc(S(=O)(=O)N3CCCCC3)c2)c2ccccc2n1,-3.1,0.0,13.4,-15.2,-0.3,2.5,14.2,-5.2,-2.4
CSc1ncccc1C(=O)OCC(=O)NC(C)C,-3.9,0.3,12.8,1.7,0.8,-1.0,-2.0,2.3,0.4
FC(F)(F)c1cc(-c2ccccc2)nc(NC2CCCC2)n1,-6.1,-0.4,36.7*,1.8,0.0,-5.7,21.1,0.1,-10.7
CC(C)(C)c1cc(NC(=O)COC(=O)c2ccc3c(=O)n4c(nc3c2)CCC4)n(-c2ccccc2)n1,7.8,-0.5,-8.2,-4.4,1.4,-10.0,8.2,-0.7,0.1
O=C1/C(=C\c2ccccc2Cl)SC(=S)N1CCC(=O)N1CCCc2ccccc21,4.1,-0.5,7.7,-14.9,0.3,-1.1,19.6,1.5,3.9
O=C(NCc1ccccc1Cl)C1CCN(c2ncnc3c2nc2n3CCCCC2)CC1,5.4,-0.2,-1.0,13.7,-0.1,-4.0,12.3,-1.7,2.4
CC(=O)c1c(C)[nH]c(-c2ccccc2)nc1=S,25.2,-1.0,-3.7,-7.2,-0.3,-7.1,-8.2,0.7,-0.9
CCn1nc(CCC(=O)O)c2ccccc2c1=O,11.7,0.5,41.0*,-4.2,-0.3,-4.5,-6.9,-9.6,-6.0
COc1ccc(C2SCCN2C(=S)Nc2cccc(C(F)(F)F)c2)cc1 (centres undefined),15.3,-0.2,4.3,-0.6,0.2,-1.8,-8.9,7.9,-2.3
COc1ccccc1CNC(=O)COC(=O)Cc1c(F)cccc1Cl,-16.6,-1.4,-0.2,2.3,2.4,-9.1,-5.5,-2.1,-3.2
Cc1cc(C(=O)COC(=O)/C=C/c2cccc(Br)c2)c(C)n1C,-4.2,-0.3,6.3,-5.1,2.0,6.9,13.9,7.4,1.7
Cc1cccc(/C=N/NC(=O)NC2CCCCC2)c1,20.3,-1.7,1.6,5.6,-0.9,-8.4,1.2,-12.4,2.6

# Record cards, as listed above:
# `CC(C)(C)c1cc(NC(=O)COC(=O)c2ccc3c(=O)n4c(nc3c2)CCC4)n(-c2ccccc2)n1` reads PABP1 MLLE inh = 7.8; TbMetRS inhib = -0.5; SKN-1 inh = -8.2; CendR NRP1 mod = -4.4; MsrA inh = 1.4; MsrA act = -10.0; FAS TE block = 8.2; eLon inh = -0.7; MT1-MMP act inh = 0.1
# `CCCCn1c(CCC(=O)O)nc2c1c(=O)[nH]c(=O)n2CCC` reads PABP1 MLLE inh = 4.5; TbMetRS inhib = -0.5; SKN-1 inh = -9.9; CendR NRP1 mod = 10.6; MsrA inh = 0.3; MsrA act = -3.4; FAS TE block = -9.4; eLon inh = -5.6; MT1-MMP act inh = 0.1

# Additional compounds follow.
SMILES,PABP1 MLLE inh,TbMetRS inhib,SKN-1 inh,CendR NRP1 mod,MsrA inh,MsrA act,FAS TE block,eLon inh,MT1-MMP act inh
Cc1cnc([N+](=O)[O-])n1CCOC(=O)NC(=O)c1ccc(C(F)(F)F)cc1,4.8,-0.3,-5.6,4.8,1.7,-5.5,2.1,1.0,6.2
CCCCN(C(=O)CSc1nn(-c2ccc(F)cc2)c(=S)s1)c1c(N)n(CCCC)c(=O)[nH]c1=O,-1.2,-0.6,-0.6,-4.0,2.5,-5.8,21.2,5.5,-18.1
CC1CCCC(NC(=O)CSc2nnc(N)s2)C1C (centres undefined),-0.9,-0.3,12.4,7.4,-0.8,0.6,-4.1,-5.7,0.6
C/C=C(/C)C(=O)Nc1cccc(C2=NOC3(C2)C[C@H](C(N)=O)N(C(=O)COc2ccc(Cl)cc2)C3)c1 (some centres undefined),-29.0,0.0,15.8,16.5,-1.2,4.1,-9.1,-6.8,-0.2
Cc1ccc(-c2nnn(CC(=O)N(Cc3ccco3)C(C(=O)NC3CCCC3)c3cccs3)n2)o1 (centres undefined),3.2,-0.6,-20.1,-16.8,-2.2,-6.4,9.4,-8.3,-9.2
N#CC1CN(C(c2ccccc2)c2ccccc2)C1,-2.8,-0.3,3.0,3.9,0.6,-3.6,-3.7,-2.0,-1.5
CCOc1ccccc1N1CC(C(=O)NNC(=O)c2ccc(F)cc2)CC1=O (centres undefined),-4.5,-0.6,3.8,-1.8,-1.1,-7.0,-6.4,10.0,-1.5
N#CCN=C(c1ccccc1)c1ccccc1,-12.1,-0.4,-6.2,12.3,-0.9,-1.6,-5.2,-12.3,2.5
O=[N+]([O-])c1ccccc1/C=C\C=N\N1CCN(c2ccccc2)CC1,-2.3,-0.5,12.7,1.5,2.3,-2.6,22.4,0.2,2.2
Cc1cc(C=NCCO)c(C)n1-c1cc(Cl)ccc1Cl,7.2,-0.6,-0.5,-2.8,1.3,-2.8,-0.8,3.9,-5.9
CCCCc1cc(=O)oc2cc(OCC(=O)NCCN3CCOCC3)c(Cl)cc12,-13.6,0.1,10.2,-5.0,-0.2,6.5,-1.1,5.7,0.8
Cn1c(SCc2ccc(F)cc2Cl)nc2ccccc2c1=O,6.6,-0.3,-3.3,-7.5,-0.6,-8.2,28.1,2.0,7.5
CCC1Oc2ccccc2N(CC(=O)NCCCN2CCCCC2CC)C1=O (centres undefined),9.1,-0.6,6.5,0.2,1.0,-1.6,-9.9,2.5,16.1
O=C(COC(=O)c1ccc(OC(F)F)cc1)NCCNC(=O)COC(=O)c1ccc(OC(F)F)cc1,-70.7,-0.5,9.9,6.5,-0.7,-1.5,1.7,6.7,-0.7
CCn1cc(S(=O)(=O)CC(=O)Nc2ccc3c(c2)OCCO3)c2ccccc21,5.5,-0.1,0.4,-5.2,0.4,-4.0,-9.2,-9.7,-2.6
CN(C(=O)c1ccc(F)cc1)c1ccccc1C(=O)NCc1ccccc1,3.1,-0.5,-17.1,2.8,1.6,-1.4,-5.0,-13.4,-3.7
Cc1cc(C)cc(NC(=O)c2cccc3c2C(=O)N(C2CCCCC2)C3)c1,17.1,0.0,-1.8,15.1,/,-1.9,17.7,2.8,-2.4
COc1ccc(S[C@@H](CCN2CC[C@H](C)CCC2=O)c2ccccc2)cc1,33.2,0.2,-1.2,-2.9,1.2,-1.9,29.0,0.7,-3.3
CCOc1ccccc1CNC(=O)CCNC(=O)Cn1ccc2ccccc2c1=O,-8.7,-1.4,-29.6,1.9,0.0,-14.1,-5.7,-9.3,2.9
COC(=O)c1cccc(NC(=O)c2nn(C)c(=O)c3ccccc23)c1,8.7,0.3,-3.6,2.8,0.2,-2.9,3.5,0.7,7.0
O=[n+]1c2c(n([O-])c3cc(Br)ccc31)CCC2,-0.7,0.5,3.3,10.5,2.9,-3.8,-9.7,-5.9,2.0
COc1ccccc1NC(=O)CSc1nncn1-c1cccnc1,5.2,-0.3,8.5,0.5,-0.3,-0.1,-4.5,-11.2,-1.4
COc1cc(OC)cc(C(=O)Nc2ccccc2NC(C)=O)c1,5.2,-1.1,-18.2,-4.1,1.8,-2.6,-6.9,-12.1,-5.7
CC1(c2nc3ccccc3[nH]2)c2ccccc2C(=O)N1C1CC1 (centres undefined),/,0.9,7.4,-10.1,-1.6,0.9,-9.9,-1.4,2.6
COc1ccc(NC(=O)Cc2ccc(C)cc2)c([N+](=O)[O-])c1,3.5,-1.0,3.6,-1.2,1.6,-1.4,0.9,-6.4,2.0
CCCC1=NN(c2ccc([N+](=O)[O-])cc2)C(=O)/C1=C\N(C)C,-5.1,0.8,2.5,7.1,3.7,-2.1,10.2,0.1,1.0
Cc1cc(NC(=O)CC(C)C)c(=O)n(Cc2c(F)cccc2Cl)c1,5.2,-1.0,5.1,-16.3,0.5,-3.6,3.8,-9.4,2.6
O=C(CCC(=O)N1CCSc2ccccc21)NCCc1ccccc1,12.3,-0.7,-8.7,-4.7,-0.1,-2.8,-1.7,-7.4,0.2
CC(=O)Nc1ccn(-c2ccccc2)n1,7.8,-0.4,-8.8,-7.4,0.0,1.6,-0.7,3.4,0.7
CCC(=O)NC(c1ccc(OC)c(OC)c1)c1cc(Cl)c2cccnc2c1O (centres undefined),-2.1,-0.8,-0.8,3.5,-0.3,-9.0,10.5,25.2,-9.0
CCC(C)N(C(=O)CSc1nc2ccc(OC)cc2[nH]1)C1CCS(=O)(=O)C1 (centres undefined),-49.4,-0.4,-15.3,-1.3,-0.3,1.5,-8.0,0.1,-0.6
C[n+]1cn(/N=C/c2ccccc2)c2ccccc21,-128.3,-1.0,-2.5,0.3,0.3,-6.7,-6.4,-1.7,4.2
Cn1cc(C=O)c2cc(F)ccc21,14.3,-0.2,7.7,-7.8,1.3,-3.6,-5.7,3.5,0.1
COc1ccc(S(=O)(=O)Nc2cccc3c2O[C@H](CN(C)Cc2ccc(-c4ccccc4)cc2)[C@@H](C)CN([C@H](C)CO)C3=O)cc1,-7.5,-0.4,14.2,19.3,-0.6,-3.4,24.4,-6.4,2.0
COc1ccc(Cl)cc1N/C(N)=N/c1nc(C)cc(=O)[nH]1,2.5,0.2,-4.4,10.0,1.0,-0.1,-0.8,-3.2,-2.2
COc1ccc(SCCN2CCN(C)CCC2=O)cc1,-4.6,0.3,3.7,10.6,1.7,-2.5,-5.4,-11.4,11.7
COc1ccc(Cl)cc1NC(=O)NCc1ccco1,-8.7,-0.3,3.0,8.0,-0.6,-3.4,4.9,0.9,0.7
CCOC(=O)c1ccc(NC(=O)C2(c3ccccc3)CCOCC2)cc1,0.8,-1.4,6.3,30.9*,0.2,-6.5,-3.5,-3.2,-4.4
O=C(CN1CCc2ccccc21)NC(=O)NCc1ccccc1,5.4,-0.1,-1.7,10.4,-0.3,-2.1,-1.7,6.0,-1.6
CCCCNC(=O)CS(=O)Cc1nc(-c2ccc(C)cc2)oc1C (centres undefined),-0.6,-0.4,-4.9,10.1,-1.1,-1.6,-2.6,-8.0,1.6
COc1cccc(C2=CC(=O)C[C@H](c3ccc4c(c3)OCO4)C2)c1,-6.3,-0.4,-4.2,10.7,/,-4.6,9.4,-9.1,3.2
Cc1ccc(C(=O)C(C)Oc2cccc(NC(=O)c3ccco3)c2)cc1 (centres undefined),1.7,-0.3,-9.8,18.0,0.1,-3.3,10.5,-6.2,1.0

# Screening results as filed in PubChem.
